Bioassay records deposited in PubChem by Broad Institute.
miR122 inh – miR-122 Renilla sensor signal increase in Huh7, primary screen, miR-122 inhibitor project, cell-based, single point, plate reader; Huh7 miR-122 Renilla luciferase sensor, 48 h; neutral wells = 0, positive control = 100; activation (reporter increase), % at 12.5 µM; hit rate 0.3% among 340,000; AID 602342, 2012;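 active means mean replicate activation score at least 90 and every replicate individually at or above 90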;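 further: higher luciferase means less miR-122 activity so hits act as miR-122 inhibitors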
PglD inh – C. jejuni PglD acetyltransferase inhibitors, primary screen, biochemical, DTNB colorimetric, single point; inhibition, % at 12.5 µM; AID 602405, 2012; UDP-N-acetylbacillosamine N-acetyltransferase PglD (Campylobacter jejuni); purified PglD enzyme, DTNB colorimetric CoA detection; hit rate 0.098% among 360,000; in the data active means inhibition above about 16%, passing the limit was not always enough; further: strong numbers were not always called active
INS-1E GSIS act – GLuc luminescence reporter in INS-1E cells, primary screen for activators of glucose-dependent secretion of insulin; INS-1E GLuc reporter insulin secretion, 2-3 h; hit rate 0.61% among 370,000; AID 743287, 2014; activation, % at 16.6 µM;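 active means lowest replicate activation of at least 40%, so every replicate reaches that level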;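 further: 0% = median of neutral control wells and 100% = median of IBMX positive control wells; some compounds called inactive have numbers as strong as hits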
PGC1a acetyl inh – inhibitors of PGC1a acetylation signal, primary screen, cell-based, U2OS, AlphaScreen, inhibitor mode; AlphaScreen anti-acetyl-lysine; with virally co-expressed GCN5 acetyltransferase; hit rate 0.17% among 350,000; inhibition, % at 15.6 µM;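 active means every replicate shows inhibition of at least 40%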;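 further: 0% = neutral control wells and 100% = positive control wells; some results beyond the cut were filed as inactive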
C2C12 statin – suppressors of statin myotoxicity in C2C12 myotubes, primary screen, cell-based, single point, plate reader | C2C12 myotubes + simvastatin, ATP luminescence, 48 h; scaled: DMSO 0, geranylgeraniol control 100 | hit rate 0.78% among 330,000 | rescue of ATP level, % at 7.49 µM | AID 602340, 2012;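 active means mean ATP rescue above about 67%, or every replicate alone reaching that limit, limit read from the data, passing the limit was not always enough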;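 further: myotubes were challenged with 10 µM simvastatin during compound exposure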
F508del corr – F508del CFTR correction, initial screen, CFBE line, single point | activity (quench increase), % at 7.58 µM | CFBE cells, YFP halide quenching; stimulated with forskolin plus potentiator P3; % fluorescence drop versus neutral controls | AID 720511, 2013 | hit rate 0.36% among 350,000;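 active means mean added fluorescence quench of at least 8% versus neutral control, with both replicates also reaching 8%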;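 further: cells transiently co-express mutant CFTR-F508del with the halide-sensitive YFP; corrector assay measuring rescue of mutant channel to the surface after 24 h compound exposure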
FN deposition inh – inhibitors of fibronectin matrix deposition, primary screen, AH1F cells, Alexa488-fibronectin fluorescence, plate reader; AH1F fibroblasts, overnight; AID 743247, 2014; inhibition, % at 12.6 µM; hit rate 0.086% among 350,000;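 active means mean inhibition across replicates of 30% or more, regardless of how many single replicates reach that level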;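 further: positive control wells lacked labelled fibronectin entirely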
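Schedule: 1 h cell adhesion before compound, then overnight fibronectin incubation; test system: AH1F fibroblast monolayer depositing Alexa488-labelled fibronectin into matrix; quantity: 10000 AH1F cells per well; probe or stimulus: fluorescent fibronectin at 24 nM final; signal: fluorescence, ex 485 nm, em 525 nm; evaluation: percent inhibition as loss of matrix-bound fibronectin fluorescence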
Cneo AK release – Cryptococcus neoformans cell lysis inducers, primary screen, AK release luminescence, single concentration; hit rate 0.2% among 360,000; C. neoformans lysis, adenylate kinase release luminescence, 4 h; normalised: neutral wells 0, clomiphene wells 100; lysis activity, % at 15 µM; AID 651654, 2012;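 active means mean lysis activity across replicates of at least 80%, whatever share of replicates individually reach that level; inactive means mean lysis activity below 80%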
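Assay system: log-phase C. neoformans yeast / Quantity: yeast cell density of 5 × 10^6 cells/mL / Medium: fresh YPD growth medium / Compound: single dose / Timing: static 4 h at 37 °C with compound, 1 h detection / Measured by: adenylate kinase release luminescence / Read-out: lysis from increased AK signal / Benchmarks: Clomiphene as positive lysis control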
Active calls of the source: *; & = joins results of further samples; [ ] = dose if it differs, or a comment.

For CC1CC1C(=O)N(C)CC(=O)Nc1cccc(F)c1 (stereo unspecified) the results were miR122 inh 3, PglD inh 0, INS-1E GSIS act 18, PGC1a acetyl inh -78, C2C12 statin 5, F508del corr 3.4, FN deposition inh -7 and Cneo AK release -4.
`NC(c1csc(Nc2ccc(C(=O)NCCCO)cn2)n1)C1CCCCC1` (stereo unspecified) gave miR122 inh 10, PglD inh 3, INS-1E GSIS act -7, C2C12 statin 8, F508del corr -0.9, FN deposition inh 3 and Cneo AK release -1.
Screening C[C@@H]1CN([C@H](C)CO)C(=O)CCCn2nncc2CO[C@H]1CN(C)C(=O)Nc1cccc2ccccc12 returned miR122 inh 3, PglD inh -4&-4, INS-1E GSIS act -2&-3, PGC1a acetyl inh 10&1, C2C12 statin -5&13, F508del corr -6.6&-0.7, FN deposition inh 0&0 and Cneo AK release 0&-2.
CSCCC(NS(=O)(=O)c1ccccc1)C(=O)OCc1nc2ccsc2c(=O)[nH]1 (stereo unspecified) was read as PglD inh 2, INS-1E GSIS act 15, C2C12 statin 10, F508del corr 1.5, FN deposition inh -6 and Cneo AK release 21.
O=C(C[C@@H]1CC[C@H]2[C@@H](COC[C@@H](O)CN2C(=O)C2CC2)O1)NCc1ccccc1Cl was read as miR122 inh 6[16.7 µM], PglD inh 2, INS-1E GSIS act 4, PGC1a acetyl inh 5, C2C12 statin -3, F508del corr 1.7, FN deposition inh -4 and Cneo AK release -2.
`CC(Sc1nnnn1C)C(=O)Nc1nc(-c2ccc(F)c(F)c2)cs1` (stereo unspecified) gave INS-1E GSIS act -32, PGC1a acetyl inh 2, C2C12 statin -16, F508del corr -1.3 and FN deposition inh 6.
Screening CCC(C(=O)NC1CCCC1)N(Cc1ccco1)C(=O)CNS(=O)(=O)c1ccccc1 (stereo unspecified) returned miR122 inh 0, PglD inh 0, INS-1E GSIS act -5, PGC1a acetyl inh -13, C2C12 statin -10, F508del corr -1.6, FN deposition inh 1 and Cneo AK release 0.
`C[C@@]12C(=O)N(c3ccc(Br)cc3)C(=O)N1[C@@H]1c3ccccc3OC[C@@H]1[C@H]2c1ccccc1` gave miR122 inh -4, PglD inh -3, INS-1E GSIS act 6, PGC1a acetyl inh -21, C2C12 statin -5, F508del corr 5.1, FN deposition inh 2 and Cneo AK release -1.
O=C(c1ccco1)N1CCN(c2ncnc3scc(-c4ccc(Cl)cc4)c23)CC1 was read as miR122 inh -4, PglD inh 1, INS-1E GSIS act 1, PGC1a acetyl inh 0, C2C12 statin -1, F508del corr -2.0, FN deposition inh 11 and Cneo AK release 0.
For CC(C)(C)c1ccc(C(=O)N2CCC2(C)C(=O)Nc2ccc3nc[nH]c3c2)cc1 (stereo unspecified) the results were miR122 inh -8, PglD inh -3, C2C12 statin -11 and Cneo AK release 3.
`CCn1cc(CN2CCCC(C(=O)Nc3cccc(-n4cccn4)c3)C2)c(C)n1` (stereo unspecified) gave PglD inh -13, INS-1E GSIS act 13, C2C12 statin -17, F508del corr -0.7, FN deposition inh 8 and Cneo AK release 2.
For O=C(CCc1nnc2ccc(N3CCC4(CC3)OCCO4)nn12)Nc1cc(F)ccc1F the results were PglD inh 2, INS-1E GSIS act 1, PGC1a acetyl inh 10, C2C12 statin 43, F508del corr -1.8, FN deposition inh 25 and Cneo AK release 5.
Screening COCCn1c(CN2CCN(C(c3ccccc3)c3ccccc3)CC2)nc2c1c(=O)n(C)c(=O)n2C returned miR122 inh 0, PglD inh -1, INS-1E GSIS act 5, PGC1a acetyl inh 5, C2C12 statin 28, F508del corr 2.2, FN deposition inh 7 and Cneo AK release 1.
`O=C(N/N=C/c1ccco1)c1cccc(N2Cc3ccccc3C2)c1` gave PglD inh 0, INS-1E GSIS act -27, PGC1a acetyl inh 6, C2C12 statin 4, F508del corr -3.6, FN deposition inh -5 and Cneo AK release -1.
CCc1cc(=O)oc2c(CN3CCCC3)c(O)c(Cl)cc12 was read as miR122 inh 14, PglD inh 4, PGC1a acetyl inh 7, C2C12 statin 1, FN deposition inh -4 and Cneo AK release 19.

Structures from the list above that contain two or more sulfur atoms (2):
CSCCC(NS(=O)(=O)c1ccccc1)C(=O)OCc1nc2ccsc2c(=O)[nH]1 (stereo unspecified) was read as PglD inh 2, INS-1E GSIS act 15, C2C12 statin 10, F508del corr 1.5, FN deposition inh -6 and Cneo AK release 21.
`CC(Sc1nnnn1C)C(=O)Nc1nc(-c2ccc(F)c(F)c2)cs1` (stereo unspecified) gave INS-1E GSIS act -32, PGC1a acetyl inh 2, C2C12 statin -16, F508del corr -1.3 and FN deposition inh 6.

(cont.)
For CCCC#Cc1cnc2c(c1)C(=O)N([C@@H](C)CO)C[C@@H](C)[C@@H](CN(C)C(=O)c1ccc(F)cc1)O2 the results were miR122 inh 22[16.7 µM], PglD inh 1, INS-1E GSIS act -18, PGC1a acetyl inh 6, C2C12 statin 11, F508del corr -0.5 and Cneo AK release -1.
For Cc1ccc(S(=O)(=O)NC(C)C(=O)N2CCOCCOCCOCCOCC2)cc1 (stereo unspecified) the results were miR122 inh -5, PglD inh -1, INS-1E GSIS act 13, PGC1a acetyl inh 21, C2C12 statin -22, F508del corr 0.5, FN deposition inh 0 and Cneo AK release 3.
COc1cccc(N2CCN(C(=O)C3CCCN(c4ncnc5c4nc4n5CCCCC4)C3)CC2)c1 (stereo unspecified) was read as PglD inh -2, INS-1E GSIS act -6, C2C12 statin -24, F508del corr -2.1, FN deposition inh 5 and Cneo AK release -1.
`C[C@H]1CN([C@@H](C)CO)C(=O)c2cccc(NC(=O)NC3CCCCC3)c2O[C@@H]1CN(C)Cc1ccncc1` gave miR122 inh 0[16.7 µM], PglD inh 1, INS-1E GSIS act -4, PGC1a acetyl inh 25, C2C12 statin 8, F508del corr 1.3 and Cneo AK release 1.
C[C@@H]1CCCCO[C@H](CN(C)C(=O)CCCN(C)C)[C@H](C)CN([C@H](C)CO)C(=O)c2cc(N(C)C)ccc2O1 was read as miR122 inh 6[16.7 µM], INS-1E GSIS act 15, PGC1a acetyl inh 6, C2C12 statin 6 and F508del corr -4.3.
CCN(CCCNC(=O)CN1C(=O)COc2ccccc21)c1ccccc1 was read as miR122 inh -6, PglD inh 4, INS-1E GSIS act -8, PGC1a acetyl inh 3, C2C12 statin 7, FN deposition inh 4 and Cneo AK release 1.
For Cc1cccc(C)c1NC(=O)NC1(C(=O)NCCCN2CCOCC2)CCCCC1 the results were miR122 inh -1, PglD inh -5, PGC1a acetyl inh -6, C2C12 statin 7 and Cneo AK release 4.
CCCCC(C(=O)O)C(C)CC(=O)Nc1ccn(-c2ccccc2)n1 (stereo unspecified) was read as miR122 inh -8, PglD inh -9, PGC1a acetyl inh -10, C2C12 statin 0 and Cneo AK release -1.
For CCn1c(SCC(=O)Nc2ccc3c(c2)OCO3)nnc1C1CC1 the results were miR122 inh -1, PglD inh 0, INS-1E GSIS act 3, PGC1a acetyl inh 8, C2C12 statin -7, F508del corr -0.3, FN deposition inh 1 and Cneo AK release 0.
`CN(C[C@H]1[C@H](c2ccccc2)[C@@H](CO)N1C(=O)C1CCC1)C(=O)c1ccccn1` gave miR122 inh 8[16.7 µM], PglD inh 2, INS-1E GSIS act 16, PGC1a acetyl inh 0, C2C12 statin -11, F508del corr 1.5 and Cneo AK release 9.
`CCC(=O)Nc1ccc2c(c1)C(=O)N(C)C[C@H](OC)[C@@H](C)CN(Cc1ccccc1F)[C@H](C)CO2` gave PglD inh 1, INS-1E GSIS act -26, PGC1a acetyl inh -5, C2C12 statin 5, F508del corr 0.7, FN deposition inh 11 and Cneo AK release -2.
For CCc1cc(C(=O)Nc2cc(S(=O)(=O)N(CC)CC)ccc2N2CCOCC2)sc1C the results were miR122 inh -14, INS-1E GSIS act -2, PGC1a acetyl inh -6, C2C12 statin -53, F508del corr -0.7 and FN deposition inh -1.
c1cncc(-c2nc(-c3ccco3)cs2)c1 was read as miR122 inh 1, PglD inh -2, PGC1a acetyl inh -1, C2C12 statin -5 and Cneo AK release -6.
`C#CCOCCOCCOCCNc1nc(N2CCN(C(=O)Cn3cc(CC(C)O)nn3)CC2)nc(N2CCN(C(=O)[C@H](C)n3cc(CCC(=O)O)nn3)CC2)n1` (stereo partly specified) gave PglD inh -7, INS-1E GSIS act 1, C2C12 statin 5, F508del corr -1.9, FN deposition inh -3 and Cneo AK release 6.
O=C(O)c1cnc(-c2ccccc2)nc1Sc1ccccc1Cl was read as miR122 inh 14, PglD inh 0, INS-1E GSIS act -29, PGC1a acetyl inh 3, C2C12 statin 5 and Cneo AK release -1.
Screening CNS(=O)(=O)c1cc(N(C)S(=O)(=O)c2ccc(C)cc2)c(C)cc1C returned miR122 inh 0, INS-1E GSIS act 0, PGC1a acetyl inh -8, C2C12 statin 4, F508del corr -3.8 and FN deposition inh -12.
`Cn1c(=O)c2c(nc(N3CCOCC3)n2C/C=C/c2ccccc2)n(C)c1=O` gave miR122 inh -1, PglD inh -2, PGC1a acetyl inh 15, F508del corr 1.3, FN deposition inh -1 and Cneo AK release 0.
CCCCNC(=O)CNC(=S)N(CCCN1CCOCC1)Cc1cccs1 was read as miR122 inh -4, PglD inh 2, FN deposition inh -1 and Cneo AK release -1.
For Cn1ccnc1SCc1cc(=O)[nH]c2ccccc12 the results were miR122 inh -7, PglD inh -3, INS-1E GSIS act 2, PGC1a acetyl inh 7, C2C12 statin -25, F508del corr -0.7 and Cneo AK release 0.
For O=C(NCCCc1ccccc1)Nc1ccccc1 the results were miR122 inh 26, PglD inh -2, INS-1E GSIS act -7, FN deposition inh 2 and Cneo AK release 0.
O=C(NCC[C@@H]1CC[C@H](NC(=O)c2cccnc2)[C@@H](CO)O1)Nc1ccc(C(F)(F)F)cc1 was read as PglD inh 10, INS-1E GSIS act -15, PGC1a acetyl inh 4, C2C12 statin 5, F508del corr 2.4, FN deposition inh 5 and Cneo AK release -7.
CC1CCN(c2ccccc2NC(=O)c2ccc(C#N)cc2F)CC1 was read as miR122 inh 18, INS-1E GSIS act -8, PGC1a acetyl inh -7, F508del corr -2.6 and FN deposition inh -2.
For CCN(C(=O)COC(=O)CNC(=O)c1cccc(C)c1)c1c(N)n(Cc2ccccc2)c(=O)[nH]c1=O the results were miR122 inh -3, PglD inh 5, INS-1E GSIS act 10, PGC1a acetyl inh 2, C2C12 statin 7, F508del corr 2.0, FN deposition inh 6 and Cneo AK release 0.
Screening CC(=O)c1cc(-c2ccccc2)n(CC(=O)N2CCCCC2)c1C returned miR122 inh -3, PglD inh -1, INS-1E GSIS act 0, PGC1a acetyl inh -7, C2C12 statin -7 and Cneo AK release 0.
Screening CO[C@@H]1CN(C)C(=O)c2cc(NC(=O)c3cc(C)on3)ccc2OC[C@H](C)N(CC2CC2)C[C@@H]1C returned PglD inh 2, INS-1E GSIS act -11, PGC1a acetyl inh 12, C2C12 statin 5, F508del corr -1.7, FN deposition inh 8 and Cneo AK release -3.
